# AmpC det inh: AmpC beta-lactamase inhibition, detergent assay; AID 584; purified AmpC, nitrocefin hydrolysis with detergent; 71,000 tested, 0.09% active; P00811; Potency, µM (top dose mostly 28.7 µM), for inactives: top-dose activity change, negative = inhibition; active = well fitted curve in the direction sought with a large enough effect
# Target sequence (P00811 whole entry, looked up): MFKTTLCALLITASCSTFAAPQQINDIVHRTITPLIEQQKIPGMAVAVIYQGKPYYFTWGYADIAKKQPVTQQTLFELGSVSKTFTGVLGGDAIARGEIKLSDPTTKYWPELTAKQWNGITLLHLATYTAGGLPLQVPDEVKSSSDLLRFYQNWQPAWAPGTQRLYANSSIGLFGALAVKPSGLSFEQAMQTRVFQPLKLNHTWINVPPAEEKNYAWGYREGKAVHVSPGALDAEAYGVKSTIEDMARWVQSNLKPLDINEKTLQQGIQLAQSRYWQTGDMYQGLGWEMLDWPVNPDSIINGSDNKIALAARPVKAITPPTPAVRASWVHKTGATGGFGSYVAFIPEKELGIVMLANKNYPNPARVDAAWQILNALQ
#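 E. coli AmpC (5.3 nM) in 20 mM phosphate pH 7.0 with 0.01% Triton X-100, preincubated 15 min RT with compound; nitrocefin (2 uL of 800 uM stock) hydrolysis followed by 480 nm absorbance every 20 s over 4 min.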
# * = called active by the depositor; & = joins results of further samples; [ ] = dose if it differs, or a comment. % is scaled to controls: 0 for no effect and ±100 for the full control effect; potency is read from the fitted curve at half-maximal effect. Not all compounds are listed; the hit share may differ from the screen's.
structure | AmpC det inh
Cc1c(C(=O)Nc2cccc(C(F)(F)F)c2)oc2ccc(S(=O)(=O)N3CCOCC3)cc12 | -0.8%
Cc1ccc(OC(=O)NC2CCS(=O)(=O)C2)cc1C (stereo not drawn) | -4.3%
Cc1cccc(N2C(=O)NC(=O)C3(Cc4cc(C)ccc4N(C)C3)C2=O)c1 (stereo not drawn) | -5.8%
CCCCS(=O)(=O)Nc1ccc2c(c1)ncn2C1CCCCC1 | -6.2%
Cc1nnc(SCC(=O)NCc2cccs2)[nH]c1=O | -1.7%
CSc1ncnc2nc[nH]c12 | 9.4%
Cc1cc(C)nc(NC(=O)C(C)N2C(=O)c3ccccc3C2=O)n1 (stereo not drawn) | -1.8%
CC(O)CC(C)O (stereo not drawn) | 8.8%
O=C(C1CCN(CC2CCCCC2)CC1)N1CCCC1 | -0.5%
Cc1ccc(-n2nc3c(c2NC(=O)c2c(-c4ccccc4Cl)noc2C)CSC3)cc1 | -1.9%
CN1CCN(C(=O)c2cc(-c3ccc(O)cc3)on2)CC1 | 7.1%
NC1=NC2(CCC(c3ccccc3)CC2)n2c(nc3ccccc32)N1 (stereo not drawn) | 3.5%
FC(F)(F)c1nnc2sc(-c3ccncc3)nn12 | -2.0%
Cc1noc(C)c1C(=O)N1CCC2(CCN(Cc3ccc(C#N)cc3)CC2)CC1 | -3.6%
N=Cc1c(O)n(-c2cccc(Cl)c2)c(=O)[nH]c1=O | -3.4%
CC1CCCCN1CCNC(=O)c1cnn2ccccc12 (stereo not drawn) | 13.9%
O=C(O)CCNCC(=O)O | -5.0%[5.75 µM]
COc1ccc(CNc2ncnc3ccc(-c4ccccc4C#N)cc23)c(OC)c1 | 12.6%
CN(C)C(=O)Oc1ccc(C(=O)c2ccccc2)cc1 | -2.4%
O=C(CSc1nnc(-c2cccs2)o1)N1CCc2ccccc21 | 7.9%
CC1=C(C(=O)Nc2ccc(Cl)cc2)C(c2cccs2)n2nnnc2N1 (stereo not drawn) | 9.8%
CN1CCN(C(=O)c2ccccc2-c2nc(-c3ccc(Cl)cc3)no2)CC1 | -1.7%
CCOc1cc(S(=O)(=O)NC2CC(C)(C)NC(C)(C)C2)ccc1F | -4.8%
CC1(C)CC(=O)CC(C)(C)N1OC(=O)c1ccncc1 | -2.2%
C[Se]C[C@@H](N)C(=O)O | -1.8%
Cn1ncc(C#N)c1/N=C/N1CCOCC1 | -4.3%
CCOC(=O)N1CCN(C(=O)CSc2nnc(COc3ccc(Cl)cc3)o2)CC1 | 5.1%
Cc1cc(C(c2nnnn2Cc2ccccc2)N2CCOCC2)c(C)n1-c1ccc2c(c1)OCO2 (stereo not drawn) | 9.0%
O=C(NCC1CCCO1)c1ccccc1-c1nc(-c2ccccc2)no1 (stereo not drawn) | -1.0%
CC1(C)Cc2nc3oc4c(N(CCO)Cc5ccccc5)ncnc4c3cc2CO1 | -5.7%
CCOC(=O)c1ccccc1NC(=O)COc1ccccc1 | -1.8%
Cc1c(C)c2cc(Cl)c(O)c(CN(C)C)c2oc1=O | -0.2%
COC(=O)c1cccc(Cn2nnc3ccccc3c2=O)c1 | -1.3%
O=C(N1CCCCCC1)N1CCN(S(=O)(=O)N2CCCCC2)CC1 | -3.4%
CCOC(=O)C1=C(N)Oc2cc(C)n(CCc3ccc(OC)c(OC)c3)c(=O)c2C1c1cccnc1 (stereo not drawn) | -1.1%
CCOC(=O)N1CCC(NC(=O)c2cc3c(-c4ccc(Cl)cc4)nn(C)c3s2)CC1 | 11.2%
COc1ccc(Cl)cc1NC(=O)N1CCN(CCc2ccccc2)CC1 | -6.6%
Oc1ccc(N=Cc2ccc(-c3cccs3)s2)cc1 | -2.4%
O=C(Nc1cc(C(=O)N2CCCC2)ccc1N1CCCC1)c1ccccc1F | -2.6%
O=C(O)CCc1ccc(-c2ccc(F)cc2)n1CCC(=O)O | -1.9%
Fc1ccc(C(c2nnnn2C2CCCC2)N2CCN(Cc3ccccc3)CC2)cc1 (stereo not drawn) | 7.5%
COC(=O)c1ccccc1NC(=O)C1CCCC1 | -1.0%
O=C(CCCCCC(=O)N(CCO)CCO)N(CCO)CCO | 9.6%
O=c1c[n+]([O-])c2ccccc2n1OCc1ccccn1 | -6.3%
COc1ccc(NC(=O)c2ccc3c(c2)C(=O)N(Cc2cccnc2)C3=O)cc1 | -3.6%
CN(C)CCCSC(=N)N | -1.4%
CC(C)=CCC/C(C)=C/CCC(C)NCCN1CCNCC1 (stereo not drawn) | -2.6%
CCCCn1cc(C(C)(C)C)c(C#N)c1NC(C)=O | 10.9%
CC(=O)c1nccs1 | 10.9%
COC(=O)c1[nH]c(C)c(/C(O)=C2\C(=O)C(=O)N(CCN(C)C)C2c2ccccc2OC)c1C (stereo not drawn) | -0.1%
O=C1CC(c2nc3ccccc3[nH]2)CN1c1ccccc1 (stereo not drawn) | -3.4%
Nc1ccn([C@H]2CC[C@H](CO)O2)c(=O)n1 | -1.8%
N#CC(C#N)=CNCCN1CCN(C=C(C#N)C#N)CC1 | -2.6%[5.75 µM]
COc1cc2nc(C3CC3)n(NC(=O)c3ccc(F)cc3)c(=O)c2cc1OC | 11.4%
CCC[C@@](C)(COC(N)=O)COC(=O)NC(C)C | -1.9%[12.8 µM]
Nc1cc(=O)[nH]n1C1CCN(c2ccccc2)CC1 | 6.9%
CCOc1cc(S(=O)(=O)Nc2ccc(Cl)cn2)ccc1F | -4.7%
CC(=O)Oc1cccc(N2C(=O)CC(Nc3ccc(N4CCOCC4)cc3)C2=O)c1 (stereo not drawn) | -7.5%
CCOc1ccc(C(=O)NCCCn2ccnc2)cc1 | -5.2%
CC(=O)OC(C(=O)NCCc1ccccc1)c1cccnc1 (stereo not drawn) | -3.8%

# Some of the entries above in a different format:
canonical_smiles: Fc1ccc(C(c2nnnn2C2CCCC2)N2CCN(Cc3ccccc3)CC2)cc1 (stereo not drawn)
  AmpC det inh: 7.5%

canonical_smiles: CC(=O)Oc1cccc(N2C(=O)CC(Nc3ccc(N4CCOCC4)cc3)C2=O)c1 (stereo not drawn)
  AmpC det inh: -7.5%

canonical_smiles: CCOc1cc(S(=O)(=O)Nc2ccc(Cl)cn2)ccc1F
  AmpC det inh: -4.7%

canonical_smiles: COC(=O)c1ccccc1NC(=O)C1CCCC1
  AmpC det inh: -1.0%

# The results go on:
structure | AmpC det inh
O=C(NC1CC2CCCC(C1)N2C(=O)Nc1ccccc1)c1ccncc1 (stereo not drawn) | -9.5%
COc1cc(CN2CCC(C(=O)N3CCN(c4ccccc4F)CC3)CC2)cc(OC)c1OC | -3.5%
CCOC(=O)c1cc2sc(C)cc2n1CC(=O)NCCc1ccccc1 | 1.1%
CCS(=O)(=O)N1CCCC(C(=O)NCCCOC(C)C)C1 (stereo not drawn) | -2.5%
COC(=O)C1CCN(C(c2cccs2)c2sc3nc(C)nn3c2O)CC1 (stereo not drawn) | 3.4%
COc1ccc(CC(=O)Nc2ccc(-c3nnc(-c4ccccc4)o3)cc2)cc1 | -2.5%
O=C(CN1CCN(c2ncccn2)CC1)NCCC1=CCCCC1 | -2.4%
Cc1cc(C)nc(NS(=O)(=O)c2ccc(NC(=O)NC3CCCCC3)cc2)n1 | -0.2%
O=C(Oc1ccccc1)N1CCC2(CC1)CN(c1ccncc1)C2 | 2.9%
COc1cccc2c(C)nc(Nc3nc(CSc4nnc(C)s4)cc(=O)[nH]3)nc12 | 11.4%
COc1ccc(-c2cnc(N)nc2-c2ccc(OC)cc2O)cc1 | -2.8%
CC(O)CNC(=O)C1CCN(Cc2ccc(OCc3ccccc3)cc2)CC1 (stereo not drawn) | 11.0%
O=C(/C=N/O)NCc1cccnc1 | -7.2%
Cc1ccc2cc(CN(CCCN3CCOCC3)C(=O)NC3CCCCC3)c(=O)[nH]c2c1C | 13.2%
CCCCCCn1c(CN2CCC(C)CC2)nc2c1c(=O)n(C)c(=O)n2C | -3.1%
COc1cc(OC)c(OC)cc1CNCCNC(=O)c1nonc1N | 1.3%
Cc1ccc2c(c1)CCCN2C(=O)c1cccs1 | -2.7%
COc1ccc(NC(=O)CSc2nc3sc(C)c(C)c3c(=O)n2Cc2ccco2)cc1 | 10.9%
Cc1nc2ccccn2c1-c1csc(NCc2ccco2)n1 | -3.7%
CN1CCCCCC1=NC1=C(C#N)CCCC1 | 19.7%
CC1CN(C(=O)COC(=O)c2cccs2)CC(C)O1 (stereo not drawn) | 5.0%
O=C(C1CC1)N1CCc2cc(Br)cc(S(=O)(=O)N3CCN(c4ccccn4)CC3)c21 | -5.6%
COC(=O)c1ccc(NC(=O)CSc2nnc(Cc3cccn3C)n2-c2ccc(F)cc2)cc1 | 13.1%
O=C(c1nnc(Cc2ccc(Cl)cc2)o1)N1CCOCC1 | 12.5%
Cn1c(Br)nc2c1c(=O)n(CC(O)COc1ccccc1)c(=O)n2C (stereo not drawn) | -0.9%
CC(=O)NS(=O)(=O)c1ccc(N)cc1 | 2.9%
Nc1nc2c(ncn2COC(CO)CO)c(=O)[nH]1 | -1.1%[12.8 µM]
c1csc(CCNc2ncnc3sc4c(c23)CCC4)c1 | 11.6%
CCN(CC)C(=O)CN1CCC(n2c(C)nc3cc(C(F)(F)F)ccc32)CC1 | 2.7%
C=CCOc1ccc(C2/C(=C(\O)c3c(C)[nH]c(C(=O)OC)c3C)C(=O)C(=O)N2CCN(C)C)cc1 (stereo not drawn) | -1.7%
C[N+]1(C)CCc2cc(O)c(O)cc2[C@H]1Cc1ccc(O)c(O)c1 | -1.8%[5.75 µM]
Cc1cccc(-n2c(SCCC(=O)O)nnc2-c2cccs2)c1C | -2.5%
COC(=O)c1cc(OC)c(OC)cc1NC(=O)CCc1ccc(C)o1 | -3.2%
C=CCn1c(SCc2csc(C)n2)nc2scc(-c3ccc(C)o3)c2c1=O | -0.8%
COc1ncc2nc(-c3cccs3)c(=O)n(Cc3ccc(F)cc3)c2n1 | -3.0%
COc1cc(C2C(C(=O)OC(C)C)=C(C)Nc3ncnn32)cc(OC)c1OC (stereo not drawn) | 13.7%
O=C(CN1CCCN(S(=O)(=O)c2ccc(Br)cc2)CC1)Nc1ccc2cn[nH]c2c1 | -1.7%
Cn1c(=O)[nH]c(=O)c2c1nc(Br)n2CC(O)c1ccccc1 (stereo not drawn) | 14.5%
CN(c1ccccc1)c1nc(-n2ccnc2)nc(-n2ccnc2)n1 | -6.9%
COc1ccc(-n2c(Cn3c(=O)sc4ccccc43)nnc2SC)cc1 | 6.7%
CC(=O)Nn1c(-c2ccccc2)cc2ccccc21 | -4.2%
CN(CC(=O)Nc1ccc(Cl)cc1)CC(=O)Nc1cc(Cl)ccc1C#N | -1.6%
Cn1cc(/C=N/n2cnc3scc(-c4ccccc4)c3c2=O)c2ccccc21 | -2.1%
CS(=O)(=O)N(CCc1ccccc1)CC(=O)N1CCN(Cc2ccccc2)CC1 | -6.8%
CCC(C)(C(=O)NC1CCCC1)N(CC1CCCO1)C(=O)c1ccc2c(c1)OCO2 (stereo not drawn) | -2.1%
CC(=O)Nc1c(O)nc(SCC(=O)Nc2ccc(C(C)=O)cc2)[nH]c1=O | -5.5%
O=C(NCC1CC1)[C@@H]1C[C@H]1[C@@H](NP(=O)(c1ccccc1)c1ccccc1)c1ccccc1 | -0.4%
Oc1cc2c(cc1CN1CCN(c3ccccc3)CC1)CCC2 | -0.6%
Oc1c(Cl)c(Cl)c(Cl)c(Cl)c1Cl (tested in a mixture with another compound) | -5.2%&-1.6%&-3.8%&-4.2%[5.75 µM]
Cc1cccc(N2CCN(C(=O)c3ccc(NS(=O)(=O)c4c(C)noc4C)cc3)CC2)c1C | 1.1%
CCS(=O)(=O)N1CCCC(C(=O)NCCCN(C)Cc2ccccc2)C1 (stereo not drawn) | -2.6%
CCC(=O)c1cc(F)c(N2CCN(C(=O)Cc3ccccc3)CC2)cc1C | -4.7%
CCN(C#N)c1nc(N(C)C)nc(N(C)C)n1 | -5.3%
CCn1c(=O)c(=O)[nH]c2cc(C(=O)NC3CCCc4ccccc43)ccc21 (stereo not drawn) | -2.8%
COC(=O)[C@@]1(Cc2ccc(OC)cc2)[C@H]2c3cc(C(=O)N(C)C)n(Cc4ccccc4)c3C[C@H]2CN1C(=O)c1ccccc1 | 2.2%
NC(=O)C1CCN(c2nc(C3CC3)nc3c2nnn3Cc2ccccc2)CC1 | 10.1%
O=C(CC1N=C2c3ccccc3N=C(SCc3ccccc3Cl)N2C1=O)NCc1ccco1 (stereo not drawn) | 1.8%
NC(=O)CSc1nnc(Cn2c(=O)sc3ccccc32)n1CCc1ccccc1 | 6.9%
CCn1cnc2cc(NCc3ccncc3)ccc21 | -4.4%
NC(=O)CCn1c(=O)oc2ccccc21 | 5.8%

# Additional results:
structure | AmpC det inh
O=c1cc(-c2ccc(Cl)cc2)[nH][nH]1 | -0.6%
O=C(NCc1cccs1)c1csc2ccccc12 | -1.8%
CCOC(=O)c1ccccc1NC(=O)CSc1ncc(C(=O)OCC)c(N)n1 | -3.6%
CCOC(=O)OCC | 6.4%
COCCn1nnnc1C(c1ccc(Cl)cc1)N1CCSCC1 (stereo not drawn) | 4.0%
Cc1ccc(C(=O)C2COC(=O)C2)cc1 (stereo not drawn) | 12.8%
Nc1cc(-c2ccccc2)ccc1O | -3.6%
CCOC(=O)C(NC(=O)CC)(Nc1cc(C)on1)C(F)(F)F (stereo not drawn) | -0.4%
CCc1nnc(NC(=O)C2CCCCC2)s1 | -3.5%
COc1ccc(OC)c(CN2C(=O)c3ccccc3C2C(=O)NCc2cccnc2)c1 (stereo not drawn) | 11.4%
Cn1c(=O)[nH]c(=O)c2c1nc(NCCCn1ccnc1)n2Cc1cccc(Br)c1 | -1.0%
O=C(O)c1ccc(OCc2ccccc2)c(Cl)c1 | -3.1%[5.75 µM]
COc1ccc(NC(=O)CN2C3CCC2CC(O)(c2cccnc2)C3)cc1OC (stereo not drawn) | 0.1%

# Assay outcomes (PubChem BioAssay)
